# Bcl-xL primary: inhibitors of human Bcl-xL, primary screen, biochemical, fluorescence polarization, HTS; hit rate 0.7% among 320,000; GST-Bcl-xL / FITC-Bim BH3 peptide fluorescence polarization; inhibition, % at 10.9 µM; Bcl-2-like protein 1 (Homo sapiens), Q07817; AID 2129, 2009;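 active means inhibition above the mean of all tested compounds plus 3 SD, cutoff set per campaign, cut at about 30% in these data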;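 further: 0% = DMSO wells and 100% = unlabeled Bim-BH3 peptide competitor; inhibitors lower millipolarization by displacing the labeled peptide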
# MEX-5 binding: MEX-5 zinc finger RNA-binding disruptors – biochemical, C. elegans, fluorescence polarization, MLPCN library, primary screen. MEX-5/FITC-TCR2 RNA binding; stronger effect = lower value. hit rate 0.38% among 300,000. activity score (negative = inhibition of binding), % at 10 µM;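 active means inhibition past about -25% in most replicates, and total fluorescence under double the plate's negative control median, limit read from the data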;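 further: 0% = DMSO and -100% = 5 µM competing unlabeled TCR2 RNA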
# Fam108B counter: mouse Fam108B serine hydrolase inhibitors, primary screen, counter-screen for RBBP9 inhibitor project, biochemical, fluorescence polarization; recombinant Fam108B, FP-Rh probe fluorescence polarization; inhibition, % at 9.51 µM; hit rate 0.33% among 300,000; AID 1947, 2009;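 active means inhibition above the screen mean inhibition plus 3 SD, computed separately per campaign, cut at about 18% in these data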;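 further: inhibitors lower polarization as less probe binds the enzyme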
# AHR activator: AHR activators, primary screen, cell-based, luminescence, luciferase reporter, human; Aryl hydrocarbon receptor (Homo sapiens), P35869; AHR-responsive luciferase reporter cells; activation, % at 5 µM; hit rate 2.5% among 320,000; in the data active means activation above about 47%;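 further: 0% = vehicle wells and 100% = reference agonist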
# Target sequence (P35869 whole entry, looked up): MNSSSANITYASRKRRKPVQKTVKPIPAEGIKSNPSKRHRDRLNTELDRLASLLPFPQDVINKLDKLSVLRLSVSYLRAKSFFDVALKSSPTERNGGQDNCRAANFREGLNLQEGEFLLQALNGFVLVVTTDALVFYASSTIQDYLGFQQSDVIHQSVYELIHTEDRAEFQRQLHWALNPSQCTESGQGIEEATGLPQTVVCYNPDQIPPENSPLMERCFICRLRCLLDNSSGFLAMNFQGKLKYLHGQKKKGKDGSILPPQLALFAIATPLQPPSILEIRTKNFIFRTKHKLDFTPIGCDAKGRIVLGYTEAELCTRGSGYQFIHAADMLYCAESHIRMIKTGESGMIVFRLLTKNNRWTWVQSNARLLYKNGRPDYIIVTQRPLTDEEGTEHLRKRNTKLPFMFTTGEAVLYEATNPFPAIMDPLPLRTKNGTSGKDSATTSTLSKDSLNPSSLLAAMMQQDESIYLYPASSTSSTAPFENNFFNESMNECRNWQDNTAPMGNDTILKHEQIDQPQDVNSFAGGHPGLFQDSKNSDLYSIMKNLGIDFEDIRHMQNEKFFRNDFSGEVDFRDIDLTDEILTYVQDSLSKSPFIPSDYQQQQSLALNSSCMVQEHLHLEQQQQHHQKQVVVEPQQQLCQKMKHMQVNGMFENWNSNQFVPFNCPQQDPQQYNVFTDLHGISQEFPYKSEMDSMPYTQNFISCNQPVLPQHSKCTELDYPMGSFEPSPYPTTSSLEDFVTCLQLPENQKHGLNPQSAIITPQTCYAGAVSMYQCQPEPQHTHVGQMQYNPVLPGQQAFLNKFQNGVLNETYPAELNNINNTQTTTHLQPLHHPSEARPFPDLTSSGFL
# MCL1 BIM primary: inhibitors of MCL1 binding to BIM-BH3, primary screen, biochemical, fluorescence polarization | inhibition, % at 10.9 µM | GST-MCL1 / FITC-Bim-BH3 fluorescence polarization | hit rate 0.68% among 320,000;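 active means inhibition above the mean inhibition of all tested compounds plus 3 SD, set per campaign, cut at about 40% in these data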;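 further: 0% = DMSO wells and 100% = unlabeled Bim-BH3 peptide control; higher means more loss of mP so more displacement of Bim peptide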
# PAFAH1B2 FP inh: PAFAH1B2 enzyme inhibitors, primary screen, biochemical, fluorescence polarization, human. recombinant PAFAH1B2, FP-rhodamine activity probe. inhibition, % at 3.39 µM. Platelet-activating factor acetylhydrolase IB subunit alpha2 (Homo sapiens), P68402. hit rate 1.2% among 340,000;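 active means inhibition above the mean of all tested compounds plus 3 SD, cut at about 24% in these data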;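 further: 0% = enzyme with DMSO and 100% = wells lacking PAFAH1B2; many of its hits are not listed in these tables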
# Target sequence (P68402 whole entry, looked up): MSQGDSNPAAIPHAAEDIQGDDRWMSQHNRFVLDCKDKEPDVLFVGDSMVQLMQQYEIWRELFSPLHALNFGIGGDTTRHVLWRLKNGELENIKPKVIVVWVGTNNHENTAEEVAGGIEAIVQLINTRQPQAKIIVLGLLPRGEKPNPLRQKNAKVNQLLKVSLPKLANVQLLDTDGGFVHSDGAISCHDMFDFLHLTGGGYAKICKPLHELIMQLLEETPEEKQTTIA
# pPAFAH inh: pPAFAH enzyme inhibitors, primary screen, biochemical, fluorescence polarization, human; Platelet-activating factor acetylhydrolase (Homo sapiens), Q13093; recombinant pPAFAH, FP-rhodamine probe fluorescence polarization; inhibition, % at 3.39 µM; hit rate 1.5% among 330,000; AID 463082, 2010;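 active means inhibition above the mean inhibition across the screen plus 3 SD, cut at about 25% in these data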;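 further: inhibitors block binding of the rhodamine activity-based probe so polarization drops; 0% = enzyme with DMSO and 100% = wells lacking pPAFAH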
# PME-1 primary: PME-1 inhibitors via competitive probe labeling, primary screen, biochemical, fluorescence polarization, FP-Rh probe, HTS; Protein phosphatase methylesterase 1 (Homo sapiens), Q9Y570; hit rate 0.53% among 320,000; inhibition, % at 5.9 µM; recombinant PME-1;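 active means inhibition above the campaign mean of all compounds plus 3 SD, cut at about 26% in these data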;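 further: competitive labeling of PME-1 active site by serine hydrolase directed probe; 0% = PME-1 with DMSO and 100% = wells lacking PME-1 enzyme; inhibitors block probe labeling so polarization falls and inhibition rises; many of its hits are not listed in these tables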
# GLD-1 RNA inh: GLD-1/TGE RNA complex disruptors, primary screen, biochemical, fluorescence polarization; Female germline-specific tumor suppressor gld-1 (Caenorhabditis elegans), Q17339; purified GLD-1 + fluorescein TGE RNA; inhibition, % at 5.96 µM; hit rate 0.44% among 320,000;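 active means percent inhibition above a per-plate cutoff, the plate mean of test compounds plus 3 SD, cut at about 30% in these data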;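 further: 0% = DMSO wells with GLD-1 and probe and 100% = wells lacking GLD-1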
# Starred values were filed as active, the others as inactive; / = no result given.
# A first look, two compounds:
SMILES,Bcl-xL primary,MEX-5 binding,Fam108B counter,AHR activator,MCL1 BIM primary,PAFAH1B2 FP inh,pPAFAH inh,PME-1 primary,GLD-1 RNA inh
O=C(COc1ccc2ccccc2c1)Nc1ccncc1,-1,2.1,1,7,-3,4,-8,-21,2
COc1ccc(Cl)cc1NC(=O)COC(=O)CCCN1C(=O)c2ccccc2C1=O,3,1.4,5,-2,5,-5,5,5,3

# The list itself, from the start:
SMILES,Bcl-xL primary,MEX-5 binding,Fam108B counter,AHR activator,MCL1 BIM primary,PAFAH1B2 FP inh,pPAFAH inh,PME-1 primary,GLD-1 RNA inh
O=C(COc1ccc2ccccc2c1)Nc1ccncc1,-1,2.1,1,7,-3,4,-8,-21,2
COc1ccc(Cl)cc1NC(=O)COC(=O)CCCN1C(=O)c2ccccc2C1=O,3,1.4,5,-2,5,-5,5,5,3
CCN1CCCC1CNC(=O)CCc1nc(-c2ccc(C)cc2)no1 (stereo unspecified),1,2.7,0,-3,4,2,1,-4,-3
O=C(Nc1cccc(O)c1)c1cccc(NC(=O)c2cccs2)c1,4,1.5,2,2,-4,1,-1,-4,-2
O=C1CCC(=O)N1CC(O)COc1ccccc1 (stereo unspecified),2,-3.2,-4,0,-3,4,-2,-4,-14
COC(=O)C(C)Oc1ccc2c(-c3cccc([N+](=O)[O-])c3)cc(=O)oc2c1 (stereo unspecified),0,1.1,2,0,0,-3,7,12,6
COc1ccc(CN(CC(=O)NC(C)C)C(=O)CCC(=O)Nc2nccs2)cc1,-6,-1.6,0,0,2,5,0,-5,9
Cc1ccc(S(=O)(=O)NCc2ccc(C(=O)N3CCCC3)cc2)cc1,-14,1.3,2,0,-41,-3,4,-14,-72
COC(=O)N/N=C\c1cccc(OC(=O)c2cccs2)c1,0,0.6,-2,2,-1,/,1,-11,5
Cc1ccc(C)c(C(=O)C(C)Sc2nc3nn(-c4ccccc4)c(=O)c-3c3n2CCCCC3)c1 (stereo unspecified),3,0.1,-1,0,2,5,3,0,1
Cc1nc(NC(=O)CSc2nnc(-c3ccccc3)c(-c3ccccc3)n2)c(Cl)cc1Cl,-2,15,-8,9,-28,3,-2,-9,-11
COc1ccc(Nc2nc(N)nc(CCl)n2)cc1,5,-2.8,0,5,7,8,4,3,2
O=C(COC(=O)CCNS(=O)(=O)c1ccc(Cl)cc1)NCc1ccco1,-2,0.5,-1,1,2,14,27*,-2,6
CC1Cc2cc(S(=O)(=O)N3CCC(C(=O)Nc4ccccn4)CC3)ccc2N1C(=O)C1CCC1 (stereo unspecified),-1,0.2,-2,0,-1,6,3,7,-1
O=C1CCCN2N=C(SCC(=O)Nc3ccc(Cl)cc3)SC2=N1,-1,-3.1,-1,0,-1,4,2,3,2
Cc1ccc(S(=O)(=O)NNC(=O)C(=O)NNS(=O)(=O)c2ccc(C)cc2)cc1,0,-11,-6,-2,-1,28*,1,-3,-5
COc1ccc(OC)c(S(=O)(=O)N2Cc3ccccc3CC2C(=O)Nc2nccs2)c1 (stereo unspecified),-9,2.3,-5,84*,1,6,-3,-7,-3
Cc1nnc(SCC(=O)NC2CCCCCC2)n1C,7,-0.6,2,12,9,-1,-9,-1,3
O=C(/C=C/c1ccccc1)Nc1ccc(N2CCCCC2)cc1,4,0.7,4,0,16,5,0,3,0
Cc1ccc(N2CSC3=C(C#N)C(c4cccs4)CC(=O)N3C2)cc1 (stereo unspecified),-2,2.4,-3,12,2,3,25*,-5,5

# Looked up by structure from the entries so far:
SMILES,Bcl-xL primary,MEX-5 binding,Fam108B counter,AHR activator,MCL1 BIM primary,PAFAH1B2 FP inh,pPAFAH inh,PME-1 primary,GLD-1 RNA inh
Cc1ccc(S(=O)(=O)NCc2ccc(C(=O)N3CCCC3)cc2)cc1,-14,1.3,2,0,-41,-3,4,-14,-72
COc1ccc(CN(CC(=O)NC(C)C)C(=O)CCC(=O)Nc2nccs2)cc1,-6,-1.6,0,0,2,5,0,-5,9
Cc1ccc(N2CSC3=C(C#N)C(c4cccs4)CC(=O)N3C2)cc1 (stereo unspecified),-2,2.4,-3,12,2,3,25*,-5,5
O=C1CCC(=O)N1CC(O)COc1ccccc1 (stereo unspecified),2,-3.2,-4,0,-3,4,-2,-4,-14

# Next section.
SMILES,Bcl-xL primary,MEX-5 binding,Fam108B counter,AHR activator,MCL1 BIM primary,PAFAH1B2 FP inh,pPAFAH inh,PME-1 primary,GLD-1 RNA inh
CCc1ccc2[nH]c(=O)c(CN(CCO)C(=O)NCc3ccccc3)cc2c1,-1,-0.7,6,3,0,18,11,-8,-2
Cc1cc[n+](-c2[nH]c(=O)sc2/C=N/NC(=O)c2ccccc2[O-])cc1C,22,-4.5,-2,5,40,8,8,2,3
CCOc1ccc2[nH]cc(S(=O)(=O)c3ccc(C)cc3)c(=O)c2c1,0,1.3,-3,5,-1,0,-11,-3,1
COc1cccc(C(C#N)N2CCOCC2)c1 (stereo unspecified),4,-2.3,0,0,1,-2,2,-5,-2
Cc1occc1-c1nnc(SCC(=O)NC(C)(C)C)n1CC(C)C,7,-1.0,-1,-1,5,3,1,0,-1
Cc1ccc2oc(C(Cl)(Cl)Cl)cc(=O)c2c1,0,0.0,-1,3,2,1,6,-4,1
Cc1ccc(/C=C2/C(=N)N3N=C(CC(=O)N4CCCC4)SC3=NC2=O)cc1,17,5.5,6,1,13,6,25*,-7,11
CCc1nn(CC(=O)N2CCN(CC)CC2)c(=O)c2cc3sccc3n12,1,-0.7,4,-1,6,3,2,-3,1
CCc1ccccc1NC(=O)COC(=O)C1C2CC3OC(=O)C1C3C2 (stereo unspecified),0,0.1,2,1,1,1,0,3,-8
CCCc1c(C(=O)Nc2ccc(F)cc2F)cnn1-c1ccccc1,6,-1.1,0,83*,5,3,-1,0,0
C=CCn1c(=NC(=O)c2ccc(S(=O)(=O)N3CCCC3)cc2)sc2cc(NC(C)=O)ccc21,-13,1.1,-30,1,-45,-13,-5,-26,-7
CC1(C)CC(=O)C(N=Nc2c(F)cccc2F)=C(O)C1,3,1.7,-4,-1,0,/,9,-5,7
Cc1cccc(OCCC(=O)OCC(=O)Nc2c(C)nn(-c3ccccc3)c2C)c1,-7,1.2,0,-2,-9,1,29*,3,2
COc1ccc(Cl)cc1N(CC(=O)Nc1cccc(SC)c1)S(C)(=O)=O,0,-2.1,-7,11,1,0,4,-1,5
COc1cc(N)c(Cl)cc1C(=O)OCC(=O)N(C)C1CCCCC1,3,/,/,0,3,7,3,-2,1
Cc1nc2cc(NC(=O)NCc3ccco3)ccc2n1C,-2,-1.8,-4,-2,-4,2,6,-4,5
COCc1cc(C)n(CC(=O)N2CCCC2)c(=O)c1C#N,3,-1.8,-4,0,2,2,2,-10,8
CCOC(=O)C1CCN(C(=O)COC(=O)c2nc3nc(C)cc(C)n3n2)CC1,-3,2.4,0,-4,-12,2,-5,-3,-2
Cc1cc(C)c(C)c(S(=O)(=O)NCc2ccncc2)c1C,4,2.3,-2,2,0,2,3,2,3
O=C(NCc1ccc(Cl)cc1)C1CCN(S(=O)(=O)c2ccccc2)CC1,1,-2.3,3,0,3,3,1,18,1
Cc1cc(OCC(=O)OCC(=O)Nc2ccc(Cl)cn2)ccc1Cl,8,/,/,5,-3,-2,9,-5,7
N=C1SCC(=O)N1/N=C/c1ccccc1,-5,1.1,1,9,-5,4,5,2,-8
Cc1c(C(=O)Nc2cccc(S(=O)(=O)N3CCOCC3)c2)oc2ccccc12,/,/,/,67*,/,2,5,/,2
Cc1cc(C)n2nc(SCc3nnc(-c4ccc(F)cc4)o3)nc2n1,-4,-2.5,-2,1,-9,/,2,2,-5
NC(=O)NOCc1c(Cl)cccc1Cl,-3,-0.5,0,0,-9,7,4,6,-3
O=C(CSc1nc(O)cc(=O)[nH]1)N1CCCc2ccccc21,8,-0.7,-2,3,6,3,7,-2,0
CC(C)[C@@H](C(=O)O)N(Cc1cccc(CN([C@H](C(=O)O)C(C)C)S(C)(=O)=O)c1)S(C)(=O)=O,3,1.9,4,5,-2,0,-5,9,1
S=C(Nc1ccccc1)N1CCN(Cc2ccccc2)CC1,4,0.0,1,-1,6,3,1,4,8
COCCNC(=O)CN(C(=O)Cn1nnc2ccccc21)c1ccc(C)cc1,1,-1.1,6,1,3,9,2,8,-4
Cc1ccc2nc(-c3ccc(Br)cc3)cn2c1,1,-1.1,-2,31,0,-1,7,-9,2
CN(C(=O)c1ccccc1C(=O)OCC(=O)c1ccccc1)c1ccccc1,6,/,/,2,-4,7,1,3,-1
O=C(CSc1nnc(-c2ccc(Br)cc2)o1)Nc1cccc(C(=O)O)c1,-2,1.0,-1,-8,-4,2,-2,-1,-2
O=C(c1ccccc1)c1c[nH]c(C(=O)NNc2cccc(Cl)n2)c1,-2,1.1,-2,-4,-3,2,-5,2,4
O=C(Nc1cc(S(=O)(=O)N2CCCCCC2)ccc1OCC(F)(F)F)c1ccc(=O)[nH]c1,-2,/,/,1,4,8,-6,-3,-2
Cn1c(=O)c2c(-c3ccccc3)n(Cc3ccccn3)cc2n(C)c1=O,6,-4.5,-2,1,7,1,3,-1,4
Cc1nc(N=C(N)N)nc2c(C)cccc12,1,1.9,0,35,-6,11,-1,-4,4
CCC(=O)NC(=S)Nc1ccc(NC(=O)c2ccco2)c(Cl)c1,9,-3.2,3,85*,13,/,3,-4,6
O=c1nccc(N/N=C/c2cccc(O)c2)[nH]1,5,2.5,-6,10,3,2,2,3,-4
CCOC(=O)C(C)(C)n1nnc(-c2ccc([N+](=O)[O-])cc2)n1,0,-1.2,0,14,-10,5,4,0,3
Cc1ccc(S(=O)(=O)N2CCc3ccccc3C2CN2C(=O)c3ccccc3C2=O)cc1 (stereo unspecified),0,-0.7,2,2,5,7,-3,-3,11
CN(C)C(=O)CCC(=O)N1CCCC(C(=O)c2ccc3c4c(cccc24)CC3)C1 (stereo unspecified),0,-2.5,-2,3,8,6,3,1,-1
CC1CCC(NC(=O)COC(=O)CSc2ccc(C(N)=O)cc2[N+](=O)[O-])CC1 (stereo unspecified),5,-3.0,3,5,7,2,1,0,-7
COc1ccccc1-c1nnc(SCC(=O)NC2CCCCC2)o1,1,-2.9,2,22,3,-5,5,1,6
O=C(CCN1C(=O)[C@@H]2Cc3ccccc3CN2C1=O)N[C@@H](C(=O)O)c1ccccc1,-2,0.1,-2,0,7,1,1,-2,3
N/C(Cc1ccc(Cl)cc1Cl)=N\OC(=O)c1ccc(Br)o1,9,0.2,-3,5,2,3,6,4,-1
Cc1cccc(NC(=O)N(Cc2cc3cc(C)cc(C)c3[nH]c2=O)CC2COCCO2)c1 (stereo unspecified),-1,-1.3,15,60*,-2,6,9,1,-5

# Screening results (PubChem BioAssay)

# This is a subset, so the mix of outcomes need not match the whole.
